Compound activity (PubChem)
Pf growth 96h – inhibits malaria parasite growth, 96 h; P. falciparum luciferase reporter growth, 96 h; Potency, µM (titrated, usually from 28.7 µM), for inactives: top-dose activity change, negative = inhibition, usual class: inhibitors; 320,000 compounds, 6.9% hits; AID 504834; also: potency is read from the fitted curve at half-maximal effect; % is scaled to controls: 0 for no effect and ±100 for the full control effect
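Cell-based qHTS: luciferase-tagged P. falciparum in erythrocytes (2% hematocrit, 0.05% parasitemia final) incubated with compounds for 96 hours, 37 C, 5% CO2; luciferase detection reagent then added and luminescence measured.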
CHX counter – counter-screen for Shiga toxin inhibitors: cycloheximide protein synthesis inhibition. cell reporter, cycloheximide protein synthesis inhibition counterscreen. max response, %. 300,000 compounds, 12% hits. AID 2314; in the data active = max response mostly above about 13%, no sharp cut-off; inactive = mostly below about 14%; also: read at 38.3 µM for the half of the compounds with a filed dose; 0% is about no effect
Pf growth 48h – inhibits P. falciparum growth in the first generation, 48 h. Potency, µM (top dose mostly 28.7 µM), for inactives: at the highest dose activity change, negative = inhibition, usual class: inhibitors. AID 504832. 310,000 compounds, 5.9% hits. P. falciparum luciferase growth in erythrocytes, 48 h; also: potency is read from the fitted curve at half-maximal effect; % is scaled to controls: 0 for no effect and ±100 for the full control effect
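Growth was read as firefly luciferase luminescence after a 48 h, 37 C, 5% CO2 exposure of compounds to reporter-bearing P. falciparum cultures (0.1% parasitemia, 2% hematocrit final) in Albumax-supplemented RPMI 1640.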
Shiga inhibitor – Shiga toxin inhibition | Vero cells, Shiga toxin protein synthesis inhibition reporter | inhibition, % at 38.7 µM | 290,000 compounds, 9.2% hits | AID 2315; in the data active = inhibition mostly above about 28%, no sharp cut-off; inactive = mostly below about 43%; also: 0% is about no effect
Sm TGR inh – S. mansoni TGR enzyme inhibition | Q962Y6 | purified TGR, DTNB reduction, TNB absorbance 405 nm | Potency, µM (highest dose often 114 µM), for the others: at the top dose activity change, negative = inhibition, most hits filed as inhibitors | 360,000 compounds, 3% hits | AID 485364; also: potency is read from the fitted curve at half-maximal effect; % is scaled to controls: 0 for no effect and ±100 for the full control effect; nearly all actives have a fitted effect of over 60% in size
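First, TGR (20 nM dispensed) and NADPH were mixed with compound. Second, a 15 min room-temperature incubation followed. Third, further NADPH and then DTNB were added to start the reaction. Finally, TNB absorbance was monitored kinetically.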
FBPA Giardia inh – inhibitors of Giardia lamblia fructose-1,6-bisphosphate aldolase; A8B2U2; purified Giardia FBPA; Potency, µM (top dose mostly 59.6 µM), for the others: at the top dose activity, negative = inhibition, hits mostly inhibitors; 290,000 compounds, 0.71% hits; AID 2451; also: potency is read from the fitted curve at half-maximal effect; % is scaled to controls: 0 for no effect and ±100 for the full control effect; nearly all actives have a fitted effect of over 55% in size
Target sequence (A8B2U2 whole entry, looked up): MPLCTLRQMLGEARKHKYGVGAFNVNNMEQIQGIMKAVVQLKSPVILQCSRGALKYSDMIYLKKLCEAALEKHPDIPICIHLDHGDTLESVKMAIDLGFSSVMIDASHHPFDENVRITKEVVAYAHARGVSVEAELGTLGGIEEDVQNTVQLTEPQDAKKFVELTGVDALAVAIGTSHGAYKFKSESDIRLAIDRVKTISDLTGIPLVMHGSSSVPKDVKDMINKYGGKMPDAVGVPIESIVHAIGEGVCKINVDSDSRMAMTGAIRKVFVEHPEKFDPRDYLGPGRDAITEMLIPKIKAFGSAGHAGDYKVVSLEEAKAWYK
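Giardia FBPA (40 nM reagent) was preincubated 10 min at RT with compound (up to 57.5 uM final), then substrate plus GAPDH/TPI/NAD/arsenate coupling system with diaphorase/resazurin was added; resorufin fluorescence (525/598 nm) was read after 20 min.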
Numbers without * were called inactive; & = joins results of further samples; [ ] = remark or other dose. Unless noted, calls follow the shape of the dose curve; as a rule, active = well fitted curve in the direction sought with a large enough effect; inconclusive = small, poorly fitted or top-dose-only effect, or another doubt; inactive = no such curve, though single readings can be large; an effect the other way counts as inactive or inconclusive.

Screening O=C(OCc1cc(=O)n2c(n1)sc1ccccc12)c1ccc(O)cc1O returned Pf growth 96h -20%[5.75 µM], CHX counter 1, Pf growth 48h 21%, Shiga inhibitor 18, Sm TGR inh -5% and FBPA Giardia inh 4%.
CCN(CC)Cc1cc(CCNC(=O)c2ccc(Cl)cc2)ccc1O was read as CHX counter 17*, Pf growth 48h inconclusive, Shiga inhibitor 21, Sm TGR inh -5% and FBPA Giardia inh 0%.
Screening Cn1cc(CN2CCCC(C(=O)Nc3cccc(-n4cccn4)c3)C2)cn1 (configuration not stated) returned Pf growth 96h inconclusive, CHX counter -3, Pf growth 48h 10%, Shiga inhibitor 15, Sm TGR inh -12% and FBPA Giardia inh 8%.
N#Cc1c(-c2ccc(F)cc2)c2c([nH]c1=O)-c1ccccc1OC2 was read as Pf growth 96h 15%, CHX counter -1, Pf growth 48h 3%, Shiga inhibitor -12, Sm TGR inh 1% and FBPA Giardia inh 4%.
`Cc1ccc2[nH]c(C(=O)NCCN3CCCC3)cc2c1` gave Pf growth 96h 12µM*, CHX counter -2, Pf growth 48h inconclusive, Shiga inhibitor -4, Sm TGR inh -33% and FBPA Giardia inh -23%.
CC(C)(C)C(=O)N1CCN(c2ccc(NC(=O)c3ccc([N+](=O)[O-])o3)cc2)CC1 was read as Pf growth 96h 7.4µM*, CHX counter 52*, Pf growth 48h inconclusive, Shiga inhibitor 39*, Sm TGR inh -26% and FBPA Giardia inh -5%.
`O=C(O)C1CCCCN1S(=O)(=O)c1ccc(Cl)s1` (configuration not stated) gave Pf growth 96h 9.3µM*, CHX counter 0, Shiga inhibitor -16, Sm TGR inh 1% and FBPA Giardia inh 7%.
COc1ccccc1NC(=O)N1CCCC1 was read as Pf growth 96h inconclusive, CHX counter 9, Pf growth 48h -3%, Shiga inhibitor -13 and FBPA Giardia inh -3%.
For CCOCCCNC(=O)c1ccc2nc(-c3ccc(OC)c(OC)c3)c(-c3ccc(OC)c(OC)c3)nc2c1 the results were Pf growth 96h 14%, CHX counter -2, Pf growth 48h 3.7µM*, Shiga inhibitor 3, Sm TGR inh 10% and FBPA Giardia inh 7%.
COc1cccc(NC=C2C(=O)OC3(CCCCC3)OC2=O)c1 was read as Pf growth 96h 29%, CHX counter 20, Pf growth 48h 29%, Shiga inhibitor 67, Sm TGR inh 7% and FBPA Giardia inh 1%.
`O=C(Nc1ccncc1)c1ccc(NS(=O)(=O)c2ccc3[nH]c(=O)[nH]c3c2)cc1` gave Pf growth 96h inconclusive, CHX counter -2, Pf growth 48h -5%, Shiga inhibitor -14 and Sm TGR inh 9%.
Screening CCOc1ccccc1NC(=O)c1cnc2n(c1=O)CCS2 returned Pf growth 96h inconclusive, CHX counter 4, Pf growth 48h 7%, Shiga inhibitor 35, Sm TGR inh -1% and FBPA Giardia inh 0%.
Screening COc1c2c(nc3occc13)C(CC=C(C)C)(OC)C(O)CC2 (configuration not stated) returned Pf growth 96h -26%, CHX counter -4, Pf growth 48h -11%, Shiga inhibitor 11, Sm TGR inh 6% and FBPA Giardia inh 4%.
Screening CN(CC(=O)Nc1ccc(C(N)=O)cc1)CC(=O)Nc1ccccc1Cl returned Pf growth 96h -17%, CHX counter -4, Pf growth 48h -5%, Shiga inhibitor -3, Sm TGR inh 1% and FBPA Giardia inh -1%.
For O=c1[nH]c2cc3c(cc2cc1CN(Cc1cccnc1)Cc1nnnn1Cc1ccco1)OCCO3 the results were Pf growth 96h inconclusive, CHX counter -2, Shiga inhibitor -6, Sm TGR inh 14µM* and FBPA Giardia inh inconclusive.
Screening COc1ccc(/C=C2\CCCc3c2nc2ccc(C)cc2c3C(=O)O)cc1O returned Pf growth 96h 16%, CHX counter -1, Pf growth 48h 8%, Shiga inhibitor -2, Sm TGR inh -22% and FBPA Giardia inh -14%.
For CCOC(=O)CSc1n[nH]c(NC(=O)NC(C)C)n1 the results were Pf growth 96h 9%, CHX counter -1, Pf growth 48h 3%, Shiga inhibitor -1, Sm TGR inh 1% and FBPA Giardia inh 1%.
`Cc1ccc(S(=O)(=O)N(CC(=O)NCc2cccnc2)c2ccc(F)cc2)cc1` gave Pf growth 96h 7%, CHX counter -5, Pf growth 48h -8%, Shiga inhibitor 4, Sm TGR inh -12% and FBPA Giardia inh -5%.
Screening COCc1cc(C)nc(SCC(=O)N2CCC(C)CC2)c1C#N returned CHX counter 5, Pf growth 48h inconclusive, Shiga inhibitor -22, Sm TGR inh -4% and FBPA Giardia inh 6%.
Screening COc1ccccc1N(CC(=O)N(c1ccccc1)C(C)C)S(=O)(=O)c1cccs1 returned Pf growth 96h 9.3µM*, CHX counter 0, Pf growth 48h -11%, Shiga inhibitor 5, Sm TGR inh 11% and FBPA Giardia inh 1%.
COc1ccc(-n2nc(C(=O)NCC(=O)NCc3cccc(F)c3)c3ccccc3c2=O)cc1Cl was read as Pf growth 96h 0%, CHX counter -1, Pf growth 48h -24%, Shiga inhibitor 1, Sm TGR inh -5% and FBPA Giardia inh 3%.
CCCc1c(-c2ccc(O)cc2)nn(-c2ccc(O)cc2)c1-c1ccc(O)cc1 was read as Pf growth 96h 8%, CHX counter -10, Pf growth 48h 18%, Shiga inhibitor -17, Sm TGR inh 0% and FBPA Giardia inh 13%&2%&15%.
COc1ccc(Oc2ccc(-c3ccn[nH]3)cc2)cc1 was read as Pf growth 96h 97%[activator], CHX counter 32*, Pf growth 48h 56%[activator], Shiga inhibitor 77*, Sm TGR inh 7% and FBPA Giardia inh 2%.
`Cc1c(NS(=O)(=O)c2ccc3c(c2)CCN3C(=O)C2CC2)c(=O)n(-c2ccccc2)n1C` gave Pf growth 96h inconclusive, CHX counter -1, Pf growth 48h inconclusive, Shiga inhibitor 14, Sm TGR inh -3% and FBPA Giardia inh 1%.
O=C(/C=C/c1ccco1)NC(=S)Nc1ccc(N2CCOCC2)c(Cl)c1 was read as Pf growth 96h 40%[activator], CHX counter -2, Pf growth 48h 1%, Shiga inhibitor -10, Sm TGR inh 40µM* and FBPA Giardia inh -8%.
Screening COc1ccc(CNC(=O)C2COc3ccccc3O2)cc1 (configuration not stated) returned Pf growth 96h 0%, CHX counter 29*, Pf growth 48h 74%[activator], Shiga inhibitor 39*, Sm TGR inh -24% and FBPA Giardia inh -1%.
`CCCC(=O)Nc1ccc(Cl)c(NC(=S)NC(=O)c2cc3ccccc3o2)c1` gave Pf growth 96h -6%, CHX counter 5, Pf growth 48h 2%, Shiga inhibitor 7, Sm TGR inh -6% and FBPA Giardia inh -10%.
For Fc1ccccc1CN1CCN(c2ncccn2)CC1 the results were Pf growth 96h -3%, CHX counter -1, Pf growth 48h 194%[activator], Shiga inhibitor -4, Sm TGR inh -4% and FBPA Giardia inh 25µM*.
O=C(NCC1CCCO1)c1ccc2c(=O)n(Cc3cccc(Br)c3)c(=S)[nH]c2c1 (configuration not stated) was read as Pf growth 96h 6%, CHX counter 6, Pf growth 48h inconclusive, Shiga inhibitor 3, Sm TGR inh -12% and FBPA Giardia inh -1%.
Screening COc1cccc(NC(=O)c2ccccc2-c2ccccc2)c1 returned Pf growth 96h 40%[activator], CHX counter -2, Pf growth 48h 15%, Shiga inhibitor 13, Sm TGR inh 7% and FBPA Giardia inh 1%.

Part of the list above in order of molar mass, falling:
O=C(NCC1CCCO1)c1ccc2c(=O)n(Cc3cccc(Br)c3)c(=S)[nH]c2c1 (configuration not stated) was read as Pf growth 96h 6%, CHX counter 6, Pf growth 48h inconclusive, Shiga inhibitor 3, Sm TGR inh -12% and FBPA Giardia inh -1%.
Screening COc1ccccc1N(CC(=O)N(c1ccccc1)C(C)C)S(=O)(=O)c1cccs1 returned Pf growth 96h 9.3µM*, CHX counter 0, Pf growth 48h -11%, Shiga inhibitor 5, Sm TGR inh 11% and FBPA Giardia inh 1%.
Screening COc1ccc(CNC(=O)C2COc3ccccc3O2)cc1 (configuration not stated) returned Pf growth 96h 0%, CHX counter 29*, Pf growth 48h 74%[activator], Shiga inhibitor 39*, Sm TGR inh -24% and FBPA Giardia inh -1%.
COc1ccc(Oc2ccc(-c3ccn[nH]3)cc2)cc1 was read as Pf growth 96h 97%[activator], CHX counter 32*, Pf growth 48h 56%[activator], Shiga inhibitor 77*, Sm TGR inh 7% and FBPA Giardia inh 2%.

Carrying on.
Screening Cc1ccc2cc(C=O)c(N3CCOCC3)nc2c1C returned Pf growth 96h -5%, CHX counter -3, Pf growth 48h 30%[activator], Sm TGR inh -16% and FBPA Giardia inh -2%.
O=C(O)c1ccc(Cl)cc1NC(=O)C1CCCO1 (configuration not stated) was read as Pf growth 96h 14%, CHX counter -4, Pf growth 48h -3%, Shiga inhibitor -3, Sm TGR inh 0% and FBPA Giardia inh 1%.
For OC1/C(=C/c2ccc(C(F)(F)F)cc2)N2CCC1CC2 (configuration not stated) the results were Pf growth 96h 88%[activator], CHX counter 15, Pf growth 48h 63%[activator], Shiga inhibitor 52, Sm TGR inh 1% and FBPA Giardia inh 1%.
O=C(O)c1ccccc1-c1ccccc1C(=O)NNc1ccccc1 was read as Pf growth 96h inconclusive, CHX counter -3, Pf growth 48h 6%, Shiga inhibitor -7, Sm TGR inh -1% and FBPA Giardia inh 2%.
Screening COC(=O)c1cc(NC(=O)c2c(Cl)nc3sccn23)cc(C(=O)OC)c1 returned Pf growth 96h 42%[activator], CHX counter 1, Pf growth 48h 35%[activator], Shiga inhibitor 15, Sm TGR inh 5% and FBPA Giardia inh 6%.
For CCCc1cc(=O)[nH]c(SCCOc2ccc(OCC)cc2)n1 the results were Pf growth 96h inconclusive, CHX counter -4, Shiga inhibitor 14, Sm TGR inh 2% and FBPA Giardia inh -9%.
Cc1ccc(SCCN2CCC(C(C)(C)C)CCC2=O)cc1 (configuration not stated) was read as Pf growth 96h -13%, CHX counter 25*, Pf growth 48h 94%[activator], Shiga inhibitor 42*, Sm TGR inh -10% and FBPA Giardia inh 11%.
Screening CC(C)C(c1nnnn1Cc1cccs1)N1CCN(C2CCCC2)CC1 (configuration not stated) returned Pf growth 96h inconclusive, CHX counter 0, Pf growth 48h -1%, Shiga inhibitor -20, Sm TGR inh 30% and FBPA Giardia inh -3%.
CC(C)OP(=O)(OC(C)C)C(O)c1ccc2c(c1)OCO2 (configuration not stated) was read as Pf growth 96h 24%, CHX counter -3, Pf growth 48h -2%, Shiga inhibitor -4, Sm TGR inh 3% and FBPA Giardia inh 7%.
Cc1ccc(S(=O)(=O)Oc2ccc(/C=C3/N=C(c4ccccc4)OC3=O)cc2)cc1 was read as Pf growth 96h 23%, CHX counter -3, Pf growth 48h 17%, Shiga inhibitor 13, Sm TGR inh 0% and FBPA Giardia inh 14%.
`Nc1c(-c2ccc(Cl)cc2)cnc2ncnn12` gave Pf growth 96h inconclusive, CHX counter -2, Pf growth 48h inconclusive, Shiga inhibitor 23, Sm TGR inh 10% and FBPA Giardia inh 6%.
CC1CCCCN1C(=O)CSc1nnc(CSc2ncccn2)n1C (configuration not stated) was read as Pf growth 96h 8%, CHX counter -3, Pf growth 48h 37%[activator], Shiga inhibitor -11, Sm TGR inh 4% and FBPA Giardia inh 2%.
Screening Cc1ccc(S(=O)(=O)Nc2cc(-c3nn(C)c(=O)c4ccccc34)ccc2N2CCOCC2)cc1 returned CHX counter -1, Pf growth 48h inconclusive, Shiga inhibitor -6, Sm TGR inh 56µM* and FBPA Giardia inh -9%.
Screening Cc1ccc(S(=O)(=O)NCCC(=O)OCC(=O)NC(=O)c2cccn2C)cc1 returned Pf growth 96h 39%[activator], CHX counter -2, Pf growth 48h inconclusive, Shiga inhibitor -8, Sm TGR inh 0% and FBPA Giardia inh -10%.
